# Compound activity as filed in PubChem.
# TRHR agonist = activates the human TRH receptor; AID 493084; P34981; TRHR cells, calcium flux fluo-8, FDSS agonist mode; activation, % at 2 µM; 360,000 compounds, 0.18% hits; in the data active = activation above about 30%; note: 0% is about no effect
#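 Agonist-mode FDSS calcium read (Ex 480/Em 530, 1 s cycles) in 1536-well TRHR cells with fluo-8 dye, after 10-cycle baseline and 23 nL compound addition; TRH at EC20 (10 nM final) added afterwards for the enhancer phase.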
# D2 antagonist = D2 dopamine receptor (human) antagonism. HEK293 TREx D2 cells, calcium flux, dopamine EC80. inhibition, % at 10 µM. AID 485344. 340,000 compounds, 2% hits. P14416; in the data active = inhibition above about 30%; note: 0% is about no effect
#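 Read-out: kinetic calcium fluorescence (1 cycle/s) in inducible HEK293 T-REx D2 cells after an EC80 dopamine addition that followed 180 s compound preincubation. Loss of the dopamine response indicates antagonism.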
# PI4K2A block = inhibitors of human PI4K2A; 420,000 compounds, 0.13% hits; purified PI4K2A, ADP-Glo luminescence, 1 h; stronger effect = lower value; AID 1346378; Q9BTU6; activity change, negative = inhibition, % at 76.9 µM; in the data active = activity change below about -50%; inconclusive = mostly about -30% to -49%;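 note: -100% = wells without enzyme as full effect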
#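 PI4K2A activity was measured by ADP-Glo luminescence: enzyme (4 ug/mL stock) and phosphatidylinositol (1.2 mM stock) in Tris pH 7.5/MgCl2/EGTA/Triton X-100 buffer were reacted with ATP (300 microM stock) for one hour at ambient temperature.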
# rTrxR1 inhibitor = rat TrxR1 inhibition; O89049; recombinant rTrxR1, NADPH fluorescence consumption, selenite substrate; Potency, µM (highest dose often 114 µM), inactives show at the top dose activity change, negative = inhibition, usual class: inhibitors; 390,000 compounds, 1% hits; AID 588453; note: potency is the fitted concentration of half-maximal effect; % is set by controls: 0 for no effect and ±100 for the full control effect; nearly all actives have a fitted effect of over 65% in size
#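 Rat TrxR1 (90 nM in the dispensed reagent) was pre-reduced with 400 uM NADPH for 5 min at room temperature, then incubated with compound for 15 min. After 400 uM selenite was added, NADPH fluorescence (Ex 340/Em 450 nm) was followed for 8 min.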
# USP1-UAF1 inh = blocks the human USP1/UAF1 deubiquitinase complex; O94782; recombinant USP1/UAF1, Ub-Rhodamine cleavage fluorescence; Potency, µM (titrated, usually from 57.1 µM), for inactives: at the top dose activity change, negative = inhibition, hits mostly inhibitors; 390,000 compounds, 0.23% hits; note: potency is the fitted concentration of half-maximal effect; % is set by controls: 0 for no effect and ±100 for the full control effect; nearly all actives have a fitted effect of over 60% in size; inactives centre near -12
# Target sequence (O94782 whole entry, looked up): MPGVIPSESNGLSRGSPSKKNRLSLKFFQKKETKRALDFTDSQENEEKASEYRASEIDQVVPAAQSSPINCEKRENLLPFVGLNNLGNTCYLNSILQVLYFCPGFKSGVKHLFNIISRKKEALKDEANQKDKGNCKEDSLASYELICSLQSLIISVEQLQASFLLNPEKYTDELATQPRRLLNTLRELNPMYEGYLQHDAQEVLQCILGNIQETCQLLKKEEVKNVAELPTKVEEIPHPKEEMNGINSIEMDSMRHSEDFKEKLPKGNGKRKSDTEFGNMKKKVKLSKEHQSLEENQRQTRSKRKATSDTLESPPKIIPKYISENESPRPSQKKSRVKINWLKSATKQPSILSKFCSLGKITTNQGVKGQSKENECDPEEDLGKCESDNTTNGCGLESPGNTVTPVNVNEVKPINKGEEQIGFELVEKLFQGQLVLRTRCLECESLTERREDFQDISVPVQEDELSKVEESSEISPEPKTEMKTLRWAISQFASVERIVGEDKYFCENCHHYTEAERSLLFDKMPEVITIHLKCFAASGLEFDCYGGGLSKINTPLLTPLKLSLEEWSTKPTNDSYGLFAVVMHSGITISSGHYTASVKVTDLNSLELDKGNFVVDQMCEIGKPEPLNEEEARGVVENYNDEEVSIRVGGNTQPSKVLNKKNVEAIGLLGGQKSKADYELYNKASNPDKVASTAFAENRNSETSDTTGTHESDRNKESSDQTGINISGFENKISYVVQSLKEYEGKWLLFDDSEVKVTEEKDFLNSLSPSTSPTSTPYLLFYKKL
#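 In this screen, compounds sit with the deubiquitinase complex (1nM) for 15 min at room temperature before Ub-Rho is added at 150nM final. Fluorescence rise is then followed for 6 reads every 60 seconds.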
# D2 agonist = D2 dopamine receptor (human) agonism; 340,000 compounds, 0.53% hits; activation, % at 2 µM; AID 485358; HEK293 T-REx D2 cells, calcium flux agonist mode; P14416;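 active = activation over 3 SD above normal in the single-dose calcium agonist read, cut at about 30% in these data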; note: 0% is about no effect
#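 Agonism scored from kinetic calcium signal (1 read/sec, 180 s) following compound pin transfer, after a 10 s baseline. Cells: HEK293 Trex line expressing inducible D2 receptor coupled to calcium, dye-loaded after overnight culture at 30 C.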
# mIDH1 inhibitor = blocks human mutant IDH1 R132H enzyme | O75874 | IDH1-R132H enzyme, NADPH consumption, diaphorase/resazurin fluorescence | Potency, µM (highest dose often 76.6 µM), without a hit: top-dose activity change, negative = inhibition, usual class: inhibitors | 390,000 compounds, 0.093% hits; note: potency is the fitted concentration of half-maximal effect; % is set by controls: 0 for no effect and ±100 for the full control effect; nearly all actives have a fitted effect of over 65% in size
#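 IDH1-R132H (0.5 ug/mL) preincubated 30 min with compound, then NADPH (0.016 mM) and alpha-KG (2 mM) added; 80 min at RT, pH 7.5. Remaining NADPH coupled via diaphorase/resazurin to fluorescence (540/590 nm); concentration-response curves normalized to no-enzyme control.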
# TrxR1 substrate = is turned over as a substrate by rat TrxR1; purified TrxR1 substrate turnover, NADPH consumption readout; AID 588456; O89049; Potency, µM (doses to about 114 µM), without a hit: at the top dose activity change, negative = substrate turnover; 390,000 compounds, 0.01% hits; note: potency is the fitted concentration of half-maximal effect; % is set by controls: 0 for no effect and ±100 for the full control effect; nearly all actives have a fitted effect of over 50% in size
#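 Rat TrxR1, dispensed at 90 nM, was prereduced with 400 uM NADPH (final) for 5 min at ~22 deg C, then incubated with compound 15 min before 400 uM selenite. A first-read NADPH fluorescence drop versus no-compound background flagged substrates.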
# TRHR enhancer = TRH receptor (human) allosteric enhancement | P34981 | TRHR cells, fluo-8 calcium fluorescence, EC20 TRH enhancement | enhancement, % at 2 µM | 360,000 compounds, 0.66% hits; in the data active = enhancement above about 30%; note: 0% is about no effect
#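 Enhancer read-out: after compound pinning and an initial kinetic agonist-mode read, an EC20 of TRH (10 nM final) was injected and fluo-8 calcium signal (Ex 480/Em 530) followed at 1 s/cycle for 100 cycles in TRHR-expressing cells.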
# An asterisk follows results filed as active; ? = inconclusive; nt = not tested or not shown; & = joins results of further samples; [ ] = remark or other dose. Unless noted, calls come from the whole dose curve; as a rule, active = well fitted inhibition curve with a large enough effect; inconclusive = small, poorly fitted or top-dose-only effect; inactive = no such curve, though single readings can be large or run the other way.
SMILES,TRHR agonist,D2 antagonist,PI4K2A block,rTrxR1 inhibitor,USP1-UAF1 inh,D2 agonist,mIDH1 inhibitor,TrxR1 substrate,TRHR enhancer
O=C(Nc1ccc(Cl)cc1)Nc1ccc(C(=O)N2CCOCC2)cc1,1.2,-21,1,43%[activator],-17%,0.6,19%,-3%,6
O=C(O)CCN1C(=O)C2CCCCC2C1=O (stereo not given),0.3,4,-1,20%[57.1 µM],-14%,-0.1,3%,14%[57.1 µM],16
Cc1nn(CC2CC2)c(=O)n1-c1ccccc1F,-0.2,-13,-3,12%,-7%,0.8,0%,-2%,-1
Cc1ccc(S(=O)(=O)N(C)c2ccc(C(=O)N3CCc4ccccc4C3)cc2)cc1,-0.4,-1,12,22%,?,-0.6,-4%,12%[57.1 µM],-4
COc1ccc(-n2c(-c3ccccc3)c[n+]3c2CCC3)cc1,0.3,-29,-10,29%[57.1 µM],-18%,0.2,4%,-15%[57.1 µM],-9
COc1ccc(-n2c(C)nc3sc4c(c3c2=O)CCCC4)cc1,-0.4,8,nt,nt,nt,-0.1,nt,nt,5
COc1ccc(Cn2ccn(Cc3cccc(Cl)c3)c(=O)c2=O)cc1,0.2,nt,-7,-5%,8%,0.4,12%,-3%,11
CCN(CC)CCCN1C=C2C(=O)C(C)(OC(=O)CCC(=O)OC)C(=O)C(Br)=C2C=C1c1ccc(OC)cc1 (stereo not given),nt,nt,-20,-8%,?,nt,8%,-7%,nt
CCOc1cc(C(=O)N(C)c2ccccc2)cc(OCC)c1OCC,-0.6,nt,-7,-7%,-14%,nt,-3%,-5%,-1
CCNC(=O)/N=C1/NC(=O)C(C(C)C)O1 (stereo not given),-0.1,-6,-3,-14%,-2%,0.1,-2%,-8%,23

# Entries of single compounds, quoted from the list. Order of screens: TRHR agonist	D2 antagonist	PI4K2A block	rTrxR1 inhibitor	USP1-UAF1 inh	D2 agonist	mIDH1 inhibitor	TrxR1 substrate	TRHR enhancer
# Record of COc1ccc(-n2c(C)nc3sc4c(c3c2=O)CCCC4)cc1 : -0.4	8	nt	nt	nt	-0.1	nt	nt	5
# Record of COc1ccc(-n2c(-c3ccccc3)c[n+]3c2CCC3)cc1 : 0.3	-29	-10	29%[57.1 µM]	-18%	0.2	4%	-15%[57.1 µM]	-9

# More compounds follow.
SMILES,TRHR agonist,D2 antagonist,PI4K2A block,rTrxR1 inhibitor,USP1-UAF1 inh,D2 agonist,mIDH1 inhibitor,TrxR1 substrate,TRHR enhancer
COCC1CCN(C(=O)C2CCC(=O)N(C3CCCC3)C2)CC1 (stereo not given),-0.1,-4,9,22%[57.1 µM],-18%,-0.3,-6%,7%[57.1 µM],0
O=C1CC(C(=O)NC2CCCCC2)C(c2ccccc2)O1 (stereo not given),-1.7,-11,1,11%[57.1 µM],-10%,-0.6,6%,-4%[57.1 µM],3
CC(C)COc1ccc(C(=O)NCC2(N3CCN(C)CC3)CCCCC2)cc1,-0.9,nt,3,7%,-10%,3.9,-5%,3%,2
Cc1ccc2c(c1)N(C(=O)CCC(=O)N1CCOCC1)CCO2,-0.1,-11,-3,42%,-19%,0.7,-9%,7%[57.1 µM],-2
COc1cccc(CNCc2ccc(OC)c3ccccc23)c1OC,-0.5,1,6,12%[57.1 µM],-17%,0.7,11%,-18%[57.1 µM],2
COC(=O)C1C(c2ccccc2)C(C(=O)O)C1c1ccccc1 (stereo not given),-0.5,-3,6,-7%[57.1 µM],-18%,0.1,7%,-4%[57.1 µM],-1
O=C(CSc1nc(=O)n(CCCN2CCOCC2)c2c1CCCC2)Nc1ccccc1Cl,0.3,-1,0,13%,-18%,-0.7,12%,1%,3
C=CCc1cccc(/C=N/NC(=O)CNc2ccccc2)c1O,0.0,nt,15,-5%,-3%,nt,6%,-6%,8
CC1CCC2(CC1)NC(=O)N(CC(=O)N1CCN(C(=O)c3cccs3)CC1)C2=O (stereo not given),0.3,15,-19,0%,3%,0.0,3%,-5%,2
COC(=O)c1cc2ccccc2c(=O)s1,-1.6,7,11,-1%,-20%,0.1,4%,-3%,8
COc1ccc(CC(=O)NNC(=O)CSc2ccc(C)cc2)cc1,-0.8,-12,3,17%[57.1 µM],-1%,-0.1,4%,3%[57.1 µM],0
Cc1ccc(C)c(/C(O)=C2\C(=O)C(=O)N(CCCn3ccnc3)C2c2ccncc2)c1 (stereo not given),-0.7,8,-9,?,-3%,nt,4%,-12%[57.1 µM],9
CC(=O)c1cccc(NC(=O)CN(c2ccc(F)cc2)S(C)(=O)=O)c1,0.4,nt,-10,-11%,-7%,nt,-5%,-2%,-20
COc1cc(/C=C2\SC(=S)N(NS(=O)(=O)c3ccccc3)C2=O)ccc1O,14,5,-5,-32%,?,15,-6%,-16%,-7
Cc1cccc(C(=O)Oc2cc(C)[nH]c(=O)c2[N+](=O)[O-])c1,0.1,-1,4,8%,-19%,1.3,-3%,-7%,9
Cc1ccccc1CC1(CO)CCCN(C(=O)c2ccccc2Cl)C1 (stereo not given),1.1,0,3,2%[57.1 µM],-16%,-0.1,3%,2%[57.1 µM],0
N#Cc1c(-c2ccccc2)nc(-c2ccncc2)[nH]c1=O,0.1,6,-4,-5%,-12%,0.7,3%,1%,0
CCOC(=O)C1CSC2(CCC(c3ccccc3)CC2)N1 (stereo not given),-0.1,-9,3,21%,-10%,-0.2,10%,-4%,8
CCc1ccc(NC(=O)C(Cc2ccccc2)NS(=O)(=O)c2ccc3c(c2)c(=O)n(C)c(=O)n3C)cc1 (stereo not given),0.8,nt,-2,35%,-16%,0.5,-1%,2%,3
Fc1cc(Br)cc(F)c1NC(=S)N1CCOCC1,-0.9,-1,-5,5%[57.1 µM],-18%,-2.2,-1%,10%[57.1 µM],-4
Cc1ccccc1OCc1nc2c3c(ncn2n1)-c1ccccc1CC31CCCC1,1.4,3,11,-9%,-13%,1.2,0%,4%,-6
COCC(C)NC(=O)c1cc(-c2ccccc2OC)on1 (stereo not given),-0.5,-2,5,-9%[57.1 µM],-6%,-0.4,7%,16%[57.1 µM],1
C=CCn1c(SCCCCCC)nc(O)cc1=O,2.1,20,5,10%,-11%,0.4,1%,11%,-1
CCCCCCSc1cc(-c2nc3cc(C)ccn3c2NCCCC)ccc1OC,0.0,-9,6&-1,67%[activator],-24%,-0.2,3%,33%[activator],4
CC(=O)OCCCN(C)CC/C=C1/c2ccccc2CSc2ccccc21,nt,nt,-1,19%[57.1 µM],2%,nt,6%,2%[2.29 µM],nt
O=C(C1=C[C@@H](c2csc3ccccc23)C[C@@H](OCc2ccc(CO)cc2)O1)N1CCN(Cc2ccc3c(c2)OCO3)CC1,0.6,0,-3,?,?,-0.3,-2%[38.3 µM],-12%,-1
Cn1c(=O)c2c(ncn2CCOc2ccc(F)cc2)n(C)c1=O,0.8,30,-7,25%,-14%,-0.3,8%,6%,-3
Cc1cccc(N2CCN(C(=O)c3cc(S(=O)(=O)N4CCC(C)CC4)cn3C)CC2)c1C,-0.5,nt,0,8%[57.1 µM],-19%,nt,8%,-2%[57.1 µM],1
CC(C)n1nccc1N(Cc1ccc(C#N)cc1)S(=O)(=O)c1ccccc1,0.2,-1,1,11%,-28%,-0.1,1%,0%,-1
Cc1ccc(C(=O)NCCCN2CCOCC2)c(Cl)c1,0.4,10,4,5%,-6%,0.1,6%,-1%,-13
CCN(CC(=O)NC(C)(C)C)Cc1cc(=O)n2c(-c3ccccc3)csc2n1,0.0,-3,-8,-3%,-5%,7.3,-2%,-4%,20
CCCOc1ccc(-c2cc(C(=O)NCC3CCCO3)c3ccccc3n2)cc1 (stereo not given),-0.8,-33,-2,23%[57.1 µM],-11%,2.0,-7%,22%[57.1 µM],13
Cc1cc(OCC(=O)N(Cc2cccs2)C2CCS(=O)(=O)C2)ccc1Cl (stereo not given),0.0,-8,-4,12%,-13%,0.7,5%,6%[57.1 µM],-2
NC(=O)C1CCN(CCC(=O)Nc2ccc(Br)cc2)CC1,0.5,-17,6,5%,-1%,-3.5,0%,-3%,34*
Cc1cc(C)c(NC(=O)CNC(=O)c2ccccc2OCc2c(C)noc2C)c(C)c1,0.2,nt,-1,-12%,-21%,nt,-2%,-9%,6
COCCN1CCN(C(=O)c2ccc3nc(Cc4ccccc4F)oc3c2)CC1,0.3,-5,4,-3%,-8%,1.0,-4%,4%,-2
CCOc1ccc(NC(=O)CSc2ncn[nH]2)c([N+](=O)[O-])c1,-0.2,5,-1,-6%,-19%,0.4,10%,-12%,-3
Cc1ccc2nc(SCC(=O)NCc3ccco3)c(C#N)cc2c1,0.0,9,-24,28%[57.1 µM],-7%,1.2,2%,6%[57.1 µM],20
CN(CC(=O)Nc1cccc(F)c1)C(=O)CSc1ccc(Br)cc1,0.0,15,1,8%[57.1 µM],-3%,-0.1,0%,-4%[57.1 µM],3

# Quoted from the listing:
# Reading of COc1cccc(CNCc2ccc(OC)c3ccccc23)c1OC in TRHR enhancer: 2
# Reading of CCOC(=O)C1CSC2(CCC(c3ccccc3)CC2)N1 (stereo not given) in TRHR enhancer: 8
# Reading of O=C(C1=C[C@@H](c2csc3ccccc23)C[C@@H](OCc2ccc(CO)cc2)O1)N1CCN(Cc2ccc3c(c2)OCO3)CC1 in mIDH1 inhibitor: -2%[38.3 µM]
# Reading of NC(=O)C1CCN(CCC(=O)Nc2ccc(Br)cc2)CC1 in TRHR enhancer: 34*
# Reading of C=CCn1c(SCCCCCC)nc(O)cc1=O in TRHR enhancer: -1
